# High-throughput results: PubChem BioAssay, several laboratories
# MgcRacGAP inhibition – MgcRacGAP GTPase-activating activity inhibitors, confirmation, biochemical, ADP Hunter fluorescence | actives 0.6% (n = 340,000) | inhibition, % at 30 µM, or IC50 in µM where a hit was titrated | MgcRacGAP-stimulated Rac1 GTP hydrolysis, ADP Hunter fluorescence; higher % means a stronger effect; GST-tagged Rac1 F28L mutant substrate;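 active means first-screen hits whose inhibition reached a set limit at any dose in the follow-up dose series; inconclusive means inhibition above the set first-screen limit but never retested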;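 further: fluorescence reports GDP produced by GAP-driven GTP hydrolysis; strong numbers were not always called active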
# Yfh1-off respiration – enhancers of respiration in Yfh1-depleted yeast, dose response, Friedreich's ataxia, plus single-dose screen (AID 1465); S. cerevisiae Yfh1-off respiration, WST-1 reduction, 72 h; higher fold induction means a stronger effect; fold induction at 50 µM; hits with a dose series show EC50 in µM; actives 0.074% (n = 220,000);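 active means fold induction of absorbance versus untreated yeast above a set limit, then at least 30% activation at any dose in follow-up; inconclusive means repeats straddling the limit, or above it without dose testing; inactive means fold induction below the set limit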;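 further: activators that raise dye reduction in frataxin-depleted yeast; strong numbers were not always called active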
# NTR1 agonist – agonists of NTR1, primary screen, imaging, U2OS cells, beta-arrestin-GFP, high content (AID 493036); P30989; actives 0.17% (n = 330,000); activation, % at 20 µM; NTR1-U2OS beta-arrestin-GFP spot imaging, agonist mode;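 active means activation at or above 40% of the spot to cytoplasm intensity ratio, with at least 20 cells analyzed; inconclusive means wells under 20 cells, flagged as cytotoxic or low count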;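 further: 0% = DMSO without peptide and 100% = 100 nM NTR1 peptide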
# Target sequence (P30989 whole entry, looked up): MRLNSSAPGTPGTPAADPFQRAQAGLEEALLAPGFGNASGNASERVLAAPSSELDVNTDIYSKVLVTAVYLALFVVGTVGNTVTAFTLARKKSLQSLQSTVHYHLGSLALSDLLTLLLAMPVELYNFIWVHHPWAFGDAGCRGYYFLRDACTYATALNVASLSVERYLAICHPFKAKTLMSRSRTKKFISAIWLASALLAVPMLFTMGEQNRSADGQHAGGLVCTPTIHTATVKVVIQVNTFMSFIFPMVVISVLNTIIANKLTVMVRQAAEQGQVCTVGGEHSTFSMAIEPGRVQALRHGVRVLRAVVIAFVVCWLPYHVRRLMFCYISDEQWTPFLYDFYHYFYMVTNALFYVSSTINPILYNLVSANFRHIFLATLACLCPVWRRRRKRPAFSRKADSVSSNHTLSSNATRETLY
# GPR55 activation – GPR55 agonists via beta-arrestin recruitment, primary screen, imaging, U2OS cells, beta-arrestin-GFP redistribution (AID 1961); actives 0.048% (n = 290,000); activation, % at 10 µM; hits with a dose series show EC50 in µM; U2OS GPR55 beta-arrestin-GFP redistribution imaging; higher % means a stronger effect;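 active means activation above 40% with more than 50 cells counted in the well; inconclusive means wells holding fewer than 50 cells, flagged as toxic or sparse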;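 further: U2OS osteosarcoma cells stably expressing GPR55 and beta-arrestin-GFP; plate controls were DMSO negative control for no effect and LPI positive control for full effect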
# AID2073 – disruptors of CaV2.2 binding to Mint1 – biochemical, HTRF (AID 2073); HTRF protein-protein interaction, Mint1-CaV2.2; higher % means a stronger effect; inhibition, % at 20 µM, or IC50 in µM where a hit was titrated; actives 0.19% (n = 290,000); in the data active means inhibition mostly above about 51%, no sharp cut-off; inconclusive means no clear call, values can overlap the other calls; inactive means mostly below about 53%; further: some results filed as inactive read as strong as hits
# SV40 large T antigen – SV40 large T antigen inhibitors, biochemical (AID 1903); SV40 large T antigen ATPase/helicase inhibition assay; higher % means a stronger effect; inhibition, % at 20 µM, or IC50 in µM where a hit was titrated; actives 0.39% (n = 310,000); in the data active means a potency from the dose series; inconclusive means inhibition mostly from about 32% at the one dose, without a potency; inactive means the rest, 99 in 100 with inhibition below about 32%; further: strong numbers were not always called active
# GPR35 arrestin U2OS – inhibition of zaprinast-stimulated GPR35 beta-arrestin translocation – imaging, U2OS, beta-arrestin-GFP, zaprinast agonist, primary screen (AID 2058). inhibition, % at 10 µM, or IC50 in µM where a hit was titrated. U2OS GPR35 beta-arrestin-GFP translocation imaging, zaprinast antagonism; higher % means a stronger effect. actives 0.052% (n = 290,000);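 active means inhibition of at least 50% with at least 30 cells and total cytoplasm GFP at most 10,000,000; inconclusive means under 30 cells or total GFP of 10,000,000 plus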
# GPR55 antagonists – inhibition of LPI-stimulated GPR55 beta-arrestin translocation – imaging, U2OS, beta-arrestin-GFP, LPI agonist, primary screen (AID 2013); U2OS GPR55 beta-arrestin-GFP translocation imaging, LPI antagonism; higher % means a stronger effect; inhibition, % at 10 µM; hits with a dose series show IC50 in µM; actives 0.13% (n = 290,000);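 active means spots per cell inhibited over 60%, with over 100 cells counted and total cytoplasm intensity under 500,000; inconclusive means wells with under 100 cells, flagged as likely toxic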;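 further: U2OS cells stably carrying GPR55 and arrestin-GFP stimulated by 5 µM LPI near EC80; imaged beta-arrestin-GFP aggregate spots per cell after agonist stimulation; plate controls were LPI-stimulated DMSO wells for no effect and DMSO wells without LPI for full effect; some results filed as inactive read as strong as hits; confirmed hits need IC50 under 10 µM and bright autofluorescent wells are also inconclusive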
# NS5 inhibitors – Dengue-2 NS5 methyltransferase inhibitors, primary screen, biochemical, confirmation dose response (AID 588689). actives 0.3% (n = 340,000). Dengue-2 NS5 methyltransferase capping enzyme assay, biochemical; higher % means a stronger effect. one-dose inhibition, % at 25 µM; IC50 in µM for titrated hits; in the data active means a potency from the dose series; inconclusive means inhibition above about 29% without an active follow-up result
# NTR1 agonist cell count 20 µM – second read-out of NTR1 agonist, no call of its own (marks repeat the call); cell count; measured here: cell count, cytotoxicity flag
# NS5 inhibitors pilot replicate – also measured in NS5 inhibitors; calls as there; inhibition, %; measured here: pilot screen replicate inhibition
# * = called active by the depositor; i = inactive; ? = inconclusive; . = no result given.
SMILES,MgcRacGAP inhibition,Yfh1-off respiration,NTR1 agonist,NTR1 agonist cell count 20 µM,GPR55 activation,AID2073,SV40 large T antigen,GPR35 arrestin U2OS,GPR55 antagonists,NS5 inhibitors,others
CC(=O)Nc1ccc(N2CCOCC2)c([N+](=O)[O-])c1,3%,i,0.0,52,-0.1%,0%,5%,-15%,11%,-1%,
CN(C)/C=N/c1sc2c(c1C#N)CCC2,3%,i,-0.7,32,-0.2%,10%,5%,6%,-6%,-4%,
OCCC1CN(Cc2cccc(OC3CCCC3)c2)CCN1Cc1ccsc1 (stereo unspecified),1%,i,1.6,40,-0.2%,-10%,17%,-6%,6%,2%,
O=C(O)c1cc(S(=O)(=O)N(Cc2ccccc2)c2ccc(Cl)cc2)ccc1Cl,-1%,.,0.6,48,-0.1%,18%,22%,-8%,-10%,-4%,
CC(C(=O)NN=C(c1ccccc1)c1ccccc1)N1CCCC1 (stereo unspecified),4%,i,-0.5,63,-0.1%,-7%,0%,11%,1%,-5%,
O=C(CCNS(=O)(=O)c1ccc(Br)cc1)NC1CCCCC1,2%,i,-1.1,35,1.4%,-10%,0%,5%,10%,-10%,
Cc1c(CC(=O)NCCC(=O)O)c(=O)oc2cc3occ(-c4ccccc4)c3cc12,4%,.,-1.2,85,-0.1%,22%,11%,-5%,9%,-2%,
Cn1c(SCC(=O)NCc2ccc3c(c2)OCO3)nc2c(c1=O)SCC2,4%,.,0.5,80,-0.1%,-2%,11%,-2%,-10%,5%,
N#C/C(=C\Nc1ccc(Cl)cn1)S(=O)(=O)c1ccccc1,0%,i,0.5,54,-0.1%,6%,2%,-15%,-1%,-3%,
Cc1nn(C(C)(C)C)c(OC(=O)C2CCCC2)c1S(=O)(=O)c1ccccc1,-1%,.,.,.,-2.3%,1%,3%,0%,18%,.,
CC(=O)NN1C(=O)c2ccc(Oc3cccc([N+](=O)[O-])c3)cc2C1=O,15%,i,0.0,48,-0.1%,17%,8%,22%,5%,1%,
N#CCc1ccc(NC(=O)Cn2c(=O)oc3ccccc32)cc1,8%,.,0.9,55,-0.1%,0%,15%,0%,1%,-3%,NS5 inhibitors pilot replicate=-4.9
COCCN(Cc1cc2cc(C)ccc2n2nnnc12)C(=S)Nc1cccc(C)c1,7%,i,2.5,40,0.6%,-8%,4%,-19%,5%,2%,
O=C(CNC(=O)c1ccco1)NCC(=O)OCc1ccc(Cl)cc1Cl,8%,.,-0.2,47,0.2%,-4%,8%,3%,4%,-3%,
CCOC(=O)CCC(NC(=O)c1ccccc1C(=O)NC(CCC(=O)OCC)C(=O)OCC)C(=O)OCC (stereo unspecified),-6%,i,0.0,40,0.5%,12%,7%,-11%,-3%,.,
O=C(NCC(c1ccco1)N1CCN(c2ccc(F)cc2)CC1)C(=O)NC1CCCCC1 (stereo unspecified),-1%,.,-1.3,59,.,.,12%,.,.,-4%,
O=C(NCCCO)c1cc2c([nH]c3ccccc32)c(-c2ccccc2)n1,17%,.,3.6,89,0.6%,?,8%,-4%,14%,-3%,
O=C(CN(C(=O)c1ccccc1Cl)C1CCCCC1)Nc1ccc(Cl)c([N+](=O)[O-])c1,-3%,i,-0.9,88,-0.1%,5%,-1%,1%,27%,-2%,
CO/N=C/CC(=O)c1cnc(-c2ccccc2)s1,5%,i,-0.6,33,-0.5%,19%,13%,-13%,-16%,-2%,
CN(C)c1cc(-c2ccc(C#N)cc2)oc(=O)c1Cl,.,i,0.1,56,-0.1%,5%,3%,-8%,-7%,.,
O=C(Cc1nc(-c2cnccn2)no1)NNC(=O)Nc1ccccc1,-9%,i,0.8,43,0.0%,-5%,6%,7%,-4%,-6%,
COc1ccc(/C=N/NC(=O)c2ccccc2)cc1OS(=O)(=O)c1ccccc1,10%,i,-0.7,87,-0.3%,1%,14%,-12%,-11%,2%,
CCCCN(CC)Cc1ccc(CNC(=O)Nc2ccc(Cl)cc2)o1,10%,i,0.5,68,0.5%,-9%,11%,-6%,22%,-12%,
Cc1cccc2nc(CSc3ncccc3C(=O)O)cn12,10%,i,-1.2,23,-0.4%,-7%,4%,0%,5%,-3%,
O=C(NCCCCc1ccccc1)c1ccccc1Cl,10%,i,-0.9,51,0.1%,19%,-11%,-7%,2%,1%,

# The list continues.
SMILES,MgcRacGAP inhibition,Yfh1-off respiration,NTR1 agonist,NTR1 agonist cell count 20 µM,GPR55 activation,AID2073,SV40 large T antigen,GPR35 arrestin U2OS,GPR55 antagonists,NS5 inhibitors,others
CCCC(O)(CCN(C)C)c1ccc(OC)cc1 (stereo unspecified),4%,i,0.0,64,-0.1%,7%,-4%,-10%,-1%,2%,
Cc1ccc(C(=O)OCC(=O)Nc2ccccc2C(F)(F)F)cc1S(=O)(=O)N1CCOCC1,10%,i,-3.1,52,0.2%,-3%,2%,7%,-7%,-1%,
CCC1CN(C(=O)N2CCC(C(=O)NCc3ccc(OC)cc3OC)CC2)c2ccccc2O1 (stereo unspecified),-8%,.,-1.6,71,-0.2%,-5%,16%,3%,4%,-1%,
COC(=O)c1ccc(OC)c(CN2CCCN(Cc3ccc(F)cc3)S2(=O)=O)c1,7%,.,5.0,81,0.0%,6%,10%,5%,-5%,-2%,
Cc1cc2c3nonc3ccc2n1-c1ccccc1,7%,i,2.0,82,-0.1%,14%,19%,6%,.,-6%,
O=C(N/C(=C/c1cccc([N+](=O)[O-])c1)C(=O)N1CCCCCC1)c1ccco1,8%,.,0.3,73,0.3%,13%,1%,2%,14%,-3%,
Cc1cccc(OCCCN2CCCCCC2)c1,15%,i,0.8,45,0.0%,-2%,27%,0%,10%,-3%,
C=CCCCCCCCCc1nc(=S)[nH][nH]1,-5%,i,0.4,51,-0.1%,-19%,12%,-19%,3%,-19%,
COc1ccc(C(=O)c2ccc(Br)cc2)cc1,6%,i,0.9,61,0.0%,12%,16%,17%,8%,2%,
O=S(=O)(NCc1ccccn1)c1cc(Cl)ccc1Cl,10%,.,0.3,49,0.0%,10%,9%,3%,3%,-7%,
COc1ccc(O)c(/C=N/NC(=O)CN2CCS(=O)(=O)CC2)c1,9%,.,0.4,79,-0.1%,35%,12%,2%,8%,1%,
CC1=CC=CN2C1=NC(=O)CC2(C)C(=O)N(CC(=O)NC1CCCC1)c1ccccc1C (stereo unspecified),6%,i,1.0,39,-0.2%,11%,2%,13%,4%,-6%,
Cc1ccc(NC(=S)N2CCN(Cc3ccccc3)CC2)cc1,7%,i,2.1,93,-0.3%,-22%,20%,18%,18%,-3%,
Cc1cccc(C)c1OCc1nnc(SCC(=O)Nc2ccccc2F)o1,0%,i,2.2,56,-0.1%,3%,1%,-6%,1%,1%,
CCOC(=O)Nc1ccc2c(c1)N(C(=O)N1CCN(C)CC1)c1ccccc1S2,-4%,i,-0.1,70,-0.2%,-4%,8%,-1%,1%,3%,
O=C(Nc1cc([N+](=O)[O-])ccc1N1CCCC1)c1ccco1,-4%,i,1.0,54,1.2%,11%,3%,-5%,16%,2%,
Cc1cc(C)n(-c2ccc(C(=O)N3CCc4ccccc43)cc2)n1,8%,i,1.4,86,-0.3%,0%,24%,20%,4%,-1%,
NC(=O)C1=C[C@H](c2ccc(Br)cc2)C[C@H](OCc2ccc(CO)cc2)O1,11%,i,5.8,80,-0.2%,14%,9%,2%,7%,-2%,
COc1ccc(NC2CCCN(C(=O)c3csc(C(C)C)n3)C2)cc1 (stereo unspecified),139µM*,.,-0.8,73,0.2%,-12%,35%,4%,-1%,-5%,
N#CC1=C(N)OC(c2ccccc2)=C(C#N)C1c1ccc2c(c1)OCO2 (stereo unspecified),0%,i,2.1,58,-0.1%,31%,3%,-2%,5%,-16%,
COc1cc(OC)cc(C(=O)NC(=S)Nc2nc(-c3cc4ccccc4o3)cs2)c1,11%,i,12,52,0.0%,-6%,12%,-7%,2%,-7%,
Cc1ccc(NC(=O)CNC(=O)c2ccc(C)s2)nc1,4%,.,-1.1,50,.,.,9%,.,.,-3%,
CN(C)S(=O)(=O)c1ccc(N2CCCC2)c(C(=O)NC(c2ccccc2)c2ccccc2)c1,7%,i,0.7,50,0.0%,5%,35%,-12%,-3%,1%,
COC(=O)c1sccc1NC(=O)CC1C(=O)NCCN1C(=O)Nc1ccc(OCc2ccccc2)cc1 (stereo unspecified),16%,i,2.1,53,-0.2%,6%,10%,7%,-3%,7%,
CC(=O)N1CCCC(N2CCN(c3cccc(C(F)(F)F)c3)CC2)C1 (stereo unspecified),9%,.,-0.3,50,0.0%,8%,0%,10%,1%,0%,NS5 inhibitors pilot replicate=4.2

# More structures follow:
SMILES,MgcRacGAP inhibition,Yfh1-off respiration,NTR1 agonist,NTR1 agonist cell count 20 µM,GPR55 activation,AID2073,SV40 large T antigen,GPR35 arrestin U2OS,GPR55 antagonists,NS5 inhibitors,others
Cc1ccc(C)c(Nc2ncnc(N)c2[N+](=O)[O-])c1,1%,i,0.5,45,-0.3%,11%,10%,.,-4%,-4%,
COc1ccc(CCNC(=O)CSc2nc(=O)[nH]c3c2CCC3)cc1OC,2%,.,0.2,65,.,.,9%,.,.,-2%,
CCn1cc(S(=O)(=O)N2CCN(Cc3cccc(Cl)c3)CC2)cn1,0%,i,0.6,78,-0.2%,-7%,11%,-19%,-10%,-11%,
N=c1n(CCN2CCOCC2)c2ccccc2n1CC(=O)c1cccc([N+](=O)[O-])c1,3%,.,1.1,52,-0.1%,-5%,3%,-3%,-3%,-1%,
CC1CCN(c2ccc(C(=O)NCc3cccs3)cn2)CC1,10%,i,0.5,41,-0.2%,10%,9%,3%,-1%,-7%,
Cc1cccc(NC(=O)c2cc3n(n2)C(C(F)(F)F)CC(c2ccc4c(c2)OCO4)N3)c1 (stereo unspecified),3%,i,16,86,-0.1%,1%,13%,-10%,12%,0%,
CC1OC2(OC1C)C(=O)Nc1ccccc12 (stereo unspecified),6%,i,-2.5,73,0.2%,-5%,7%,-2%,5%,-3%,
O=C(NCc1ccco1)c1cc(-c2ccc3c(c2)OCO3)on1,3%,i,0.7,56,0.2%,4%,3%,10%,-2%,-1%,
COc1ccccc1N(Cc1cc2ccc(C)cc2[nH]c1=O)C(C)=O,5%,.,1.3,72,-0.2%,-5%,9%,-2%,8%,-16%,
CC(OC(=O)Cn1cnc2c1c(=O)n(C)c(=O)n2C)C(=O)NC(C)c1ccc(Cl)cc1Cl (stereo unspecified),4%,.,1.8,79,.,.,9%,.,.,-8%,
